Mtb UGM inh: blocks M. tuberculosis UGM enzyme; P9WIQ1; purified UGM, fluorescence polarization probe displacement; inhibition, % at 10 µM; hit rate 0.06% among 320,000; AID 504406; in the data active means inhibition above about 10%, passing the limit was not always enough; inconclusive means no clear call, values can overlap the other calls
Target sequence (P9WIQ1 whole entry, looked up): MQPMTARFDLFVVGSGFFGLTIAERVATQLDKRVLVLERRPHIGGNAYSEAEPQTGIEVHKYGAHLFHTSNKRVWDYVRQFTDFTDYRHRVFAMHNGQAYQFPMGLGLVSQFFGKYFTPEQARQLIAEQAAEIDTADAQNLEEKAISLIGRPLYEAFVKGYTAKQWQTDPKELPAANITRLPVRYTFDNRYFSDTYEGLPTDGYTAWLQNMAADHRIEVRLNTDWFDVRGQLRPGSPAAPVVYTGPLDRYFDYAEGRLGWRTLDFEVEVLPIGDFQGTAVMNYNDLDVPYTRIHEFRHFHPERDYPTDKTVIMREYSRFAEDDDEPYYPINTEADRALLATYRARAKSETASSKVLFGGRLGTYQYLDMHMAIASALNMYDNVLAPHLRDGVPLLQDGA
Rv3671c inh: Rv3671c (M. tuberculosis) protease inhibition | P9WHR9 | AID 2606 | inhibition, % at 5.96 µM | hit rate 0.048% among 320,000; in the data active means inhibition above about 38%;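 further: extracellular domain of Rv3671c used as enzyme; 0% = enzyme with DMSO and 100% = no enzyme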
Target sequence (P9WHR9 whole entry, looked up, the tested form may be a part): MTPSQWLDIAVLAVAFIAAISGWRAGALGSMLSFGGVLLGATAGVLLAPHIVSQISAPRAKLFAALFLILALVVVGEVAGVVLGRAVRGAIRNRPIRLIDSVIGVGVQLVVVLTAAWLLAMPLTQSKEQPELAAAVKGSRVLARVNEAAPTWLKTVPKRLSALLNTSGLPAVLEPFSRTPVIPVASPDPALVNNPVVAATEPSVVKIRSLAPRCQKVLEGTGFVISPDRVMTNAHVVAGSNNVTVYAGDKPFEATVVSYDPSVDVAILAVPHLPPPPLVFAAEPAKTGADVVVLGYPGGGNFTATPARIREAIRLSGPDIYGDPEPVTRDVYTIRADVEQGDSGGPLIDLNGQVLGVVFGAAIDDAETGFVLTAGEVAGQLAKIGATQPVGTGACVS
BioA inh: BioA (M. tuberculosis) enzyme inhibition | inhibition, % at 9.99 µM | AID 602481 | hit rate 0.096% among 360,000 | purified M. tuberculosis BioA enzyme, plate reader; in the data active means inhibition above about 40%; inconclusive means no clear call, values can overlap the other calls
Mtb FBA inh: inhibits M. tuberculosis FBA enzyme. P9WQA3. purified M. tuberculosis FBA, fluorescence read-out. inhibition, % at 1 µM. hit rate 2.3% among 360,000; in the data active means inhibition above about 27%;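 further: 0% = vehicle and 100% = reference inhibitor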
GDH-TPI inh: inhibits GDH-TPI coupling enzymes, artifact for Mtb FBA screen. GDH-TPI coupled enzyme counterscreen, NADH absorbance. inhibition, % at 4.8 µM. hit rate 1.2% among 360,000. AID 588335; in the data active means inhibition above about 30%;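 further: 0% = DMSO wells and 100% = wells lacking the enzyme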
BoNT-F LC inh: blocks Botulinum neurotoxin F light chain protease. Multiplex microsphere protease cleavage assay, flow cytometry. inhibition, % at 10 µM. hit rate 0.22% among 360,000. AID 588497; in the data active means inhibition above about 35%, passing the limit was not always enough; inconclusive means no clear call, values can overlap the other calls; further: plate controls were buffer without enzyme for full effect and enzyme alone for no effect
PrPC TRFRET: reduces human prion protein on the cell surface; cell surface PrPC, TR-FRET read-out; inhibition, % at 13.8 µM; hit rate 0.43% among 370,000; P04156; AID 720596; in the data active means inhibition above about 24%; further: 0% = median of the test wells and 100% = reference compound wells
MazF activator: activators of E. coli MazEF toxin-antitoxin RNase; P0AE70; FAM/BHQ RNA-DNA oligo cleavage fluorescence, 5 h; activation, % at 20 µM; hit rate 0.32% among 350,000; AID 504720; in the data active means activation above about 50%
Target sequence (P0AE70 whole entry, looked up): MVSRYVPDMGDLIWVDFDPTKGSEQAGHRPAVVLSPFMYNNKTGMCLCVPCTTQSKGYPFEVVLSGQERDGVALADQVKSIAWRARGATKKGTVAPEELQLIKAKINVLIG
FadD28 binding: inhibitors of Mycobacterium tuberculosis FadD28 bisubstrate binding | FadD28 bisubstrate probe binding, fluorescence polarization | inhibition, % at 12.5 µM | hit rate 0.22% among 360,000; in the data active means inhibition above about 8.5%, passing the limit was not always enough; inconclusive means no clear call, values can overlap the other calls
* hit, by the source's call; & = joins results of further samples.

How did COc1ccc(CCn2c(C3CCCCC3)nc3c(c(=O)c4ccccc4n3C)c2=O)cc1 do in these assays?
Mtb UGM inh: -2.2; Rv3671c inh: 1; BioA inh: 11; Mtb FBA inh: -1; GDH-TPI inh: 1; PrPC TRFRET: 6; MazF activator: -24; FadD28 binding: -4.9

How did Cc1nn(CC(=O)OCC(=O)Nc2c(C(C)C)cccc2C(C)C)c(C)c1[N+](=O)[O-] do in these assays?
Mtb UGM inh: -4.0; Rv3671c inh: -4; BioA inh: -4.3; Mtb FBA inh: 3; GDH-TPI inh: 13; BoNT-F LC inh: 5; PrPC TRFRET: -4; MazF activator: -3; FadD28 binding: -0.6

What do the screens show for `COc1cc(C(=O)Nc2nccs2)cc(OC)c1OC`?
Mtb UGM inh: -1.2; Rv3671c inh: -4; BioA inh: -5.8; Mtb FBA inh: 1; GDH-TPI inh: 15; BoNT-F LC inh: -11; PrPC TRFRET: -2; MazF activator: -3; FadD28 binding: 2.1

What do the screens show for `Nc1ccn(-c2ccccc2)c(=O)c1`?
Mtb UGM inh: -3.2; Rv3671c inh: -3; BioA inh: 0.6; Mtb FBA inh: 1; GDH-TPI inh: 3; BoNT-F LC inh: -2; PrPC TRFRET: -2; MazF activator: 3; FadD28 binding: -0.8

How did CN(C)C(=O)c1ccc(NC(=O)CSc2nnc(-c3cccs3)n2N)cc1 do in these assays?
Mtb UGM inh: 0.7; Rv3671c inh: 0; BioA inh: -0.4; Mtb FBA inh: -4; GDH-TPI inh: -2; BoNT-F LC inh: 3; PrPC TRFRET: 2; MazF activator: 2; FadD28 binding: -3.3

Results for c1ccc(CCc2cccnc2)cc1 ?
BioA inh: -0.2; Mtb FBA inh: 4; GDH-TPI inh: -3; BoNT-F LC inh: 4; PrPC TRFRET: 2; MazF activator: 8

What do the screens show for `COc1ccccc1/C=C1\Cc2ccccc2C1=O`?
Mtb UGM inh: -2.9; BioA inh: 0.2; Mtb FBA inh: 0; GDH-TPI inh: 9; BoNT-F LC inh: 10; PrPC TRFRET: 3; MazF activator: 2; FadD28 binding: -3.7

Results for CC1CCC2(CC1)NC(=O)N(CC(=O)NCCc1c[nH]c3ccccc13)C2=O (stereo unspecified) ?
Mtb UGM inh: 1.6; Rv3671c inh: -5; BioA inh: 1.0; Mtb FBA inh: 0; GDH-TPI inh: -8; BoNT-F LC inh: -6; PrPC TRFRET: 1; MazF activator: 0; FadD28 binding: -1.9

How did C=C(C)C1CCC(C)=C1CC(C)(C)/C=N\n1cnnc1 (stereo unspecified) do in these assays?
Mtb UGM inh: -3.2; Rv3671c inh: 11; BioA inh: 0.3; Mtb FBA inh: 0; GDH-TPI inh: 0; BoNT-F LC inh: 2; PrPC TRFRET: -1; MazF activator: -3; FadD28 binding: -4.0

Results for O=S1(=O)CCOCCCN1Cc1ccccc1Br ?
Mtb UGM inh: 0.8; Rv3671c inh: -3; BioA inh: -1.8; Mtb FBA inh: -1; GDH-TPI inh: -1; BoNT-F LC inh: -9; PrPC TRFRET: -2; MazF activator: -1; FadD28 binding: -3.3

How did CC(C)c1c(C(=O)N/N=C/c2ccccc2OCc2c(F)cccc2Cl)nnn1-c1nonc1N do in these assays?
Mtb UGM inh: -2.3; Rv3671c inh: -3; BioA inh: -1.3; Mtb FBA inh: -3; GDH-TPI inh: 3; BoNT-F LC inh: 6; PrPC TRFRET: -2; MazF activator: 7; FadD28 binding: -1.2

How did Cc1ccn2c(c1)nc(=O)c1cc(S(=O)(=O)N3CCC(C)CC3)ccc12 do in these assays?
Mtb UGM inh: 1.2; Rv3671c inh: -5; BioA inh: -1.4; Mtb FBA inh: 29*; GDH-TPI inh: 9; BoNT-F LC inh: -1; PrPC TRFRET: 0; MazF activator: 5; FadD28 binding: -2.3

What do the screens show for `COc1cc(S(=O)(=O)Nc2c(C)cc(C)cc2C)ccc1Cl`?
Mtb UGM inh: -2.9; Rv3671c inh: 0; BioA inh: 0.0; Mtb FBA inh: -2; GDH-TPI inh: -17; BoNT-F LC inh: 4; PrPC TRFRET: 7; MazF activator: 0; FadD28 binding: -31

What do the screens show for `Cc1ccc(C2=N/C(=C\c3cccs3)C(=O)N2Nc2ccccc2)cc1`?
Mtb UGM inh: -2.2; Rv3671c inh: -23; Mtb FBA inh: -17; GDH-TPI inh: -10; BoNT-F LC inh: 51*; PrPC TRFRET: -5; MazF activator: -5; FadD28 binding: -4.4

What do the screens show for `CN(C)Cc1nc2c([nH]1)c(=O)n(C)c(=O)n2C`?
Mtb UGM inh: 2.6; Rv3671c inh: 0; BioA inh: -1.6; Mtb FBA inh: 0; GDH-TPI inh: 4; BoNT-F LC inh: -8; PrPC TRFRET: 4; MazF activator: -11; FadD28 binding: -2.3

How did Cc1ccc(C)c(NC(=S)N2CCN(c3cccc(C(F)(F)F)c3)CC2)c1 do in these assays?
Mtb UGM inh: 1.2; Rv3671c inh: -2; BioA inh: 0.8; Mtb FBA inh: 0; GDH-TPI inh: -4; BoNT-F LC inh: -6; PrPC TRFRET: 3; MazF activator: -1; FadD28 binding: -1.2

How did O=C(NCCCNc1ccc(C(F)(F)F)cc1[N+](=O)[O-])c1ccc(Cl)cc1 do in these assays?
Mtb UGM inh: 1.4; Rv3671c inh: -2; BioA inh: -0.4; Mtb FBA inh: -5; GDH-TPI inh: 5; BoNT-F LC inh: -1; PrPC TRFRET: 2; MazF activator: 12; FadD28 binding: -5.1

How did CN(Cc1ccccc1)C(=O)c1c[nH]c2ccc(S(=O)(=O)N3CCOCC3)cc2c1=O do in these assays?
Mtb UGM inh: -1.5; Rv3671c inh: -5; Mtb FBA inh: 26; GDH-TPI inh: 8; BoNT-F LC inh: -3; PrPC TRFRET: -10; MazF activator: 8; FadD28 binding: -0.6

How did O=C(NC1CCCC1)c1ccc(Br)s1 do in these assays?
Mtb UGM inh: 1.4; Rv3671c inh: -3; Mtb FBA inh: 0; GDH-TPI inh: 18; BoNT-F LC inh: -5; PrPC TRFRET: -1; MazF activator: 2; FadD28 binding: 0.1

How did CSc1ccc(CN(C)C(C)C(=O)Nc2ccc(F)c(F)c2F)cc1 (stereo unspecified) do in these assays?
Mtb UGM inh: -0.5; Rv3671c inh: 3; Mtb FBA inh: 0; GDH-TPI inh: 1; BoNT-F LC inh: -6; PrPC TRFRET: 4; MazF activator: -13; FadD28 binding: -1.5

What do the screens show for `O=C(Cc1ccccc1F)NC1CCCc2ccccc21` (stereo unspecified)?
Mtb UGM inh: -1.3; Rv3671c inh: -2; BioA inh: -1.1; Mtb FBA inh: 4; GDH-TPI inh: -5; BoNT-F LC inh: -7; PrPC TRFRET: -2; MazF activator: -9; FadD28 binding: -1.6

How did COc1ccc(/C=C/C(=O)N(C)C2(C)CCS(=O)(=O)C2)cc1 (stereo unspecified) do in these assays?
Mtb UGM inh: 0.1; Rv3671c inh: 12; BioA inh: 5.2; Mtb FBA inh: -2; GDH-TPI inh: 10; BoNT-F LC inh: -16; PrPC TRFRET: 3; MazF activator: 0; FadD28 binding: 0.4

How did CC(C)NC(=O)N(C)C[C@H]1Oc2ccc(NC(=O)Nc3ccc4c(c3)OCO4)cc2C(=O)N([C@H](C)CO)C[C@@H]1C do in these assays?
Mtb UGM inh: -1.3; Rv3671c inh: 2; BioA inh: -1.6&-0.8; Mtb FBA inh: -5; GDH-TPI inh: -16; BoNT-F LC inh: -1; PrPC TRFRET: 1; MazF activator: -1; FadD28 binding: -1.4

What do the screens show for `COc1ccccc1-c1noc(COC(=O)c2ccc(Br)o2)n1`?
Mtb UGM inh: 1.5; Rv3671c inh: -18; BioA inh: -0.2; Mtb FBA inh: 2; GDH-TPI inh: 1; BoNT-F LC inh: inconclusive; PrPC TRFRET: -5; MazF activator: 3; FadD28 binding: -1.9

How did Cc1ccc(/C=C/C(=O)NCCCc2ccccc2)cc1 do in these assays?
Mtb UGM inh: 3.7; Rv3671c inh: -2; BioA inh: -0.4; Mtb FBA inh: -3; GDH-TPI inh: 10; BoNT-F LC inh: 1; PrPC TRFRET: 7; MazF activator: -1; FadD28 binding: -0.2

Results for O=C(Nc1ccc(Cl)cc1)N1CCCN(Cc2ccccc2F)C1 ?
Mtb UGM inh: 1.5; Rv3671c inh: -8; BioA inh: -0.7; Mtb FBA inh: -1; GDH-TPI inh: 2; BoNT-F LC inh: -28; PrPC TRFRET: -3; MazF activator: -3; FadD28 binding: -2.6

What do the screens show for `COc1ccc2c(c1OC)C(=O)OC2Nc1ccccn1` (stereo unspecified)?
Mtb UGM inh: -3.0; Rv3671c inh: 3; BioA inh: -1.4; Mtb FBA inh: 6; GDH-TPI inh: -10; BoNT-F LC inh: -7; PrPC TRFRET: -1; MazF activator: 3; FadD28 binding: -1.6

Results for Cn1c(C(=O)NCCN2CCN(Cc3ccccc3)CC2)cc2c(=O)n(C)c3ccccc3c21 ?
Mtb UGM inh: -0.7; Rv3671c inh: -1; BioA inh: -1.3; Mtb FBA inh: 8; GDH-TPI inh: -1; BoNT-F LC inh: -7; PrPC TRFRET: -1; MazF activator: -1; FadD28 binding: -4.2

Results for CN(C)c1ccc(N=Cc2nc(-c3ccccc3)oc2OC(=O)c2cccc(Br)c2)cc1 ?
Mtb UGM inh: 0.5; Rv3671c inh: -5; BioA inh: -0.7; Mtb FBA inh: -1; GDH-TPI inh: 7; BoNT-F LC inh: -1; PrPC TRFRET: 5; MazF activator: -4; FadD28 binding: -2.2

What do the screens show for `COc1ccc(/C=C/C(=O)OCC(=O)Nc2nnc(-c3ccccc3)o2)c(OC)c1`?
BioA inh: -1.0; Mtb FBA inh: -2; GDH-TPI inh: 3; BoNT-F LC inh: 0; PrPC TRFRET: 1; MazF activator: -5; FadD28 binding: -2.4

Results for Cc1ccc([N+](=O)[O-])cc1NC(=O)Cc1ccc(F)cc1 ?
Mtb UGM inh: -0.5; Rv3671c inh: 5; Mtb FBA inh: 0; GDH-TPI inh: 3; BoNT-F LC inh: 1; PrPC TRFRET: 0; MazF activator: 2; FadD28 binding: 0.7

What do the screens show for `COc1ccc(NC(=S)N/N=C/c2cccn2Cc2ccccc2F)cc1`?
Mtb UGM inh: -3.5; Rv3671c inh: -9; Mtb FBA inh: 2; GDH-TPI inh: 8; BoNT-F LC inh: -6; PrPC TRFRET: 4; MazF activator: -1; FadD28 binding: -0.6

How did CCOc1ccccc1NC(=O)/C=C/c1ccccc1[N+](=O)[O-] do in these assays?
Mtb UGM inh: 1.1; Rv3671c inh: -8; Mtb FBA inh: 1; GDH-TPI inh: 7; BoNT-F LC inh: 3; PrPC TRFRET: -21; MazF activator: -2; FadD28 binding: -3.6

What do the screens show for `CCOC(=O)C(NC(=O)CC)(Nc1cc(C)on1)C(F)(F)F` (stereo unspecified)?
Mtb UGM inh: 0.3; Rv3671c inh: 1; BioA inh: -2.8; Mtb FBA inh: 9; GDH-TPI inh: -2; BoNT-F LC inh: 3; PrPC TRFRET: -4; MazF activator: -4; FadD28 binding: 0.1

What do the screens show for `CCC(=O)Nc1ccc(C(=O)N/N=C/c2ccc([N+](=O)[O-])cc2)cc1`?
Rv3671c inh: -3; BioA inh: -0.5; Mtb FBA inh: -2; GDH-TPI inh: 51*; BoNT-F LC inh: -9; PrPC TRFRET: -29; MazF activator: 2; FadD28 binding: -2.5

What do the screens show for `CCc1cccc2c(C(=O)CN3C(=O)NC4(CCCCC4)C3=O)c[nH]c12`?
Mtb UGM inh: 4.1; Rv3671c inh: -5; BioA inh: -0.4; Mtb FBA inh: -2; GDH-TPI inh: 8; BoNT-F LC inh: -2; PrPC TRFRET: -3; MazF activator: 11; FadD28 binding: 13*

Three entries drawn at random from those above:
What do the screens show for `CCc1cccc2c(C(=O)CN3C(=O)NC4(CCCCC4)C3=O)c[nH]c12`?
Mtb UGM inh: 4.1; Rv3671c inh: -5; BioA inh: -0.4; Mtb FBA inh: -2; GDH-TPI inh: 8; BoNT-F LC inh: -2; PrPC TRFRET: -3; MazF activator: 11; FadD28 binding: 13*

How did Cc1ccc(/C=C/C(=O)NCCCc2ccccc2)cc1 do in these assays?
Mtb UGM inh: 3.7; Rv3671c inh: -2; BioA inh: -0.4; Mtb FBA inh: -3; GDH-TPI inh: 10; BoNT-F LC inh: 1; PrPC TRFRET: 7; MazF activator: -1; FadD28 binding: -0.2

Results for O=C(Nc1ccc(Cl)cc1)N1CCCN(Cc2ccccc2F)C1 ?
Mtb UGM inh: 1.5; Rv3671c inh: -8; BioA inh: -0.7; Mtb FBA inh: -1; GDH-TPI inh: 2; BoNT-F LC inh: -28; PrPC TRFRET: -3; MazF activator: -3; FadD28 binding: -2.6
